AmpC inh detg – qHTS Inhibitors of AmpC Beta-Lactamase (assay with detergent) | AmpC hydrolysis of nitrocefin, absorbance 480 nm, 0.01% Triton | Potency, µM (highest dose often 114 µM), without a hit: at the top dose activity change, negative = inhibition, hits mostly inhibitors | hit rate 0.041% among 370,000 | AID 485294, 2010;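 also: potency is read from the fitted curve at half-maximal effect; 0% = no-compound wells and -100% = no-enzyme wells; nearly all actives have a fitted effect of over 25% in size; some results filed as inactive show a strong effect at the top dose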
Target sequence (P00811 whole entry, looked up): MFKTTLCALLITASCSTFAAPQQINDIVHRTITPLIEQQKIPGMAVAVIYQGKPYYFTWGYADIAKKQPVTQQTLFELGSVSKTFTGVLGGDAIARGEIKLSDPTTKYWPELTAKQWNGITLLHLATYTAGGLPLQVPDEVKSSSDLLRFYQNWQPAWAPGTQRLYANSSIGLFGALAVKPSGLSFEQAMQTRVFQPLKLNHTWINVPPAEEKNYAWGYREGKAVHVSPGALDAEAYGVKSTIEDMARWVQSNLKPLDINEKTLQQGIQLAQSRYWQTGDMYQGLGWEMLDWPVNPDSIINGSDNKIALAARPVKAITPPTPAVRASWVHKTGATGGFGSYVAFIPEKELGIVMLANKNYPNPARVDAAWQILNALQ
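20 mM phosphate pH 7.0 + 0.01% (detergent screen) or 0.0001% Triton X-100; 5.3 nM AmpC reagent; cpd preinc 15 min RT; nitrocefin (800 uM stock) to start; A480 q20 s × 4 min; Activity was normalised to no-enzyme and no-compound control wells.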
AMA1-RON2 inh – qHTS for Inhibitors of AMA1-RON; Towards Development of Antimalarial Drug Lead: Primary Screen; Potency, µM (doses to about 58.2 µM), for the others: at the top dose activity change, negative = inhibition, usual class: inhibitors; AlphaScreen AMA1-biotinylated RON2 peptide binding; Plasmodium falciparum AMA1 (3D7) - RON2 peptide interaction; AID 720542, 2013; hit rate 0.2% among 360,000;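 also: potency is read from the fitted curve at half-maximal effect; 0% = vehicle wells and -100% = peptide control; nearly all actives have a fitted effect of over 45% in size; some results filed as inactive show a strong effect at the top dose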
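AMA1 (3D7) with his tag at 25 nM final met compounds first, then biotinylated RON2 peptide at 25 nM; detection used donor plus acceptor beads, 10 µg/mL apiece, read by AlphaScreen after 30 min at room temperature.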
FBPA Giardia inh – qHTS Assay for Inhibitors of Fructose-1,6-bisphosphate Aldolase from Giardia Lamblia; AID 2451, 2010; purified Giardia FBPA; Potency, µM (highest dose often 59.6 µM), for inactives: at the top dose activity, negative = inhibition, actives largely listed as inhibitors; hit rate 0.71% among 290,000; also: potency is read from the fitted curve at half-maximal effect; % is scaled to controls: 0 for no effect and ±100 for the full control effect; nearly all actives have a fitted effect of over 55% in size
Target sequence (A8B2U2 whole entry, looked up): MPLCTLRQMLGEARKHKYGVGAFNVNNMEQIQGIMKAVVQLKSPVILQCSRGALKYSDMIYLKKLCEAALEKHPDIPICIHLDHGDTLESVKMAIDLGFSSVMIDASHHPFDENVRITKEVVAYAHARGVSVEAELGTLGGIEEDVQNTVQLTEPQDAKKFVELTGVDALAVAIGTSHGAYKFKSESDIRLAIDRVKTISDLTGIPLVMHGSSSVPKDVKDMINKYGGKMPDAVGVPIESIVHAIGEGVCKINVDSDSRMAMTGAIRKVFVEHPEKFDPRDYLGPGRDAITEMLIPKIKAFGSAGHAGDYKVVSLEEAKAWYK
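Giardia FBPA (40 nM reagent) was preincubated 10 min at RT with compound (up to 57.5 uM final), then substrate plus GAPDH/TPI/NAD/arsenate coupling system with diaphorase/resazurin was added; resorufin fluorescence (525/598 nm) was read after 20 min.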
Cycloheximide cs – Cycloheximide Counterscreen for Small Molecule Inhibitors of Shiga Toxin; cell reporter, cycloheximide protein synthesis inhibition counterscreen; max response, %; hit rate 12% among 300,000; AID 2314, 2010; in the data active = max response mostly above about 13%, no sharp cut-off; inactive = mostly below about 14%; also: read at 38.3 µM for the half of the compounds with a filed dose; 0% is about no effect
Shiga toxin inh – A qHTS for Small Molecule Inhibitors of Shiga Toxin; inhibition, % at 38.7 µM; AID 2315, 2010; hit rate 9.2% among 290,000; Vero cells, Shiga toxin protein synthesis inhibition reporter; in the data active = inhibition mostly above about 28%, no sharp cut-off; inactive = mostly below about 43%; also: 0% is about no effect
HCMV antiviral – qHTS Assay for inhibitors of the human cytomegalovirus (HCMV); HFF cells, HCMV-luciferase reporter, 72 h; active compounds read low; hit rate 4.5% among 410,000; activity change, negative = inhibition, % at 57.5 µM; AID 1259415, 2018; in the data active = activity change below about -60%; inconclusive = no clear call, values can overlap the other calls; inactive = above about -39%; also: % is scaled to controls: 0 for no effect and ±100 for the full control effect
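Human foreskin fibroblasts infected with luciferase-reporter HCMV at MOI 1 PFU/cell, compounds at two doses. Luciferase measured 72 h post infection; normalized to buffer-only basal and Salinomycin (10uM) controls.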
AmpC no deterg – qHTS Inhibitors of AmpC Beta-Lactamase (assay without detergent). P00811. AmpC nitrocefin hydrolysis, absorbance 480 nm, 0.0001% Triton. Potency, µM (highest dose often 57.1 µM), for the others: at the top dose activity change, negative = inhibition, most hits filed as inhibitors. hit rate 0.52% among 330,000. AID 485341, 2010;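 also: potency is read from the fitted curve at half-maximal effect; plate controls were no compound for no effect and no enzyme for full effect; nearly all actives have a fitted effect of over 20% in size; some results filed as inactive show a strong effect at the top dose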
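AmpC (5.3 nM in the dispensed reagent) in 20 mM phosphate pH 7.0 with 0.01% (detergent screen) or 0.0001% Triton X-100 was preincubated with compounds for 15 min at room temperature. Nitrocefin was then added from an 800 uM solution, and hydrolysis was followed at 480 nm.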
* hit, by the source's call; u = inconclusive; x = not tested or not shown; & = joins results of further samples; [ ] = remark or other dose. Unless noted, calls follow the shape of the dose curve; as a rule, active = well fitted curve in the direction sought with a large enough effect; inconclusive = small, poorly fitted or top-dose-only effect, or another doubt; inactive = no such curve, though single readings can be large; an effect the other way counts as inactive or inconclusive. This is a random part of the collection; about 16% have a hit in one of these screens.

Sequence of screens – HCMV antiviral	AMA1-RON2 inh	AmpC no deterg	FBPA Giardia inh	AmpC inh detg	Cycloheximide cs	Shiga toxin inh
COc1ccc(CC(=O)Nc2ccc3c(c2)OCO3)cc1S(=O)(=O)N1CCOCC1
    4	-1%	-1%	5%	-13%	-2	-9
O=C(NCc1ccc(F)cc1)C(c1ccccc1)N(C(=O)c1csnn1)c1ccccc1 (stereo not given)
    -26	0%	-3%	7%	-7%	-6	8
C[C@@H](C(=O)NCc1ccco1)N1C(=O)N2CCc3c([nH]c4ccccc34)[C@@]2(C)C1=O
    11	-9%	5%	-2%	u	-2	12
N#CCCN1CCN(Cc2cc(-c3ccccc3)ccc2O)CC1
    22	2%	72%[activator]	3%	-2%	0	1
CCOC(=O)c1c(C)c(C(=O)N2CCc3ccccc3C2)c(C)n1CC
    14	-13%	58%	15%	-15%	-2	-5
CC1CC(C)CN(c2oc(-c3ccccc3Cl)nc2C#N)C1 (stereo not given)
    u	-19%	-25%	3%	3%	0	4
O=C(CS(=O)(=O)c1ccccc1)N1CCCCCC1
    -8	9%	-12%	-7%	-1%	17*	53*
CC(C)(C)OC(=O)NC(CCCCNC=O)C(=O)O (stereo not given)
    6	-10%	-4%	4%	1%	-1	3
Cc1ccccc1OCC(=O)O/N=C(\N)Cc1cccs1
    14	9%	2%	-2%	-6%	1	-12
Cc1ccnc(NCc2ccccc2O)c1
    -14	4%	-30%	-10%	-13%	14*	x
COc1ccc2[nH]cc(CCN=C(N)N)c2c1
    -35	21%	-14%	8%	u	-2	6
COc1cccc2c1OC[C@@H](CO)[C@H]2N(C)C(=O)Nc1ccccc1
    -13	0%	-6%	6%	-5%	-1	-8
Cc1ccc(-c2cc(C(=O)N/N=C/c3c(C)nn(-c4ccccc4)c3C)n[nH]2)s1
    -92*	12%	103%[activator]	1%	-8%	1	-8
COc1ccc(C2=NOC(Cn3nc(C(=O)NCc4ccc(C)cc4)cc3-c3ccccc3)C2)cc1 (stereo not given)
    -35	-3%	-19%	x	3%	x	x
CCc1ccc(C(C(=O)NCCOC)N(C(=O)Cn2nnc3ccccc32)c2cccnc2)cc1 (stereo not given)
    10	5%	-6%	2%	1%	-3	-5
CCc1ccc(-c2csc(NC(=O)COC(=O)CCc3nc4ccccc4s3)n2)cc1
    x	x	-38%	8%	3%	48*	53*
Cc1nc(N2CCN(c3ccccn3)CC2)c2c(C)c(C(=O)N3CCN(c4ccc(F)cc4)CC3)sc2n1
    -26	u	86%[activator]	x	2%	1	-8
CN(Cc1ccccc1)c1nc(-c2cccc([N+](=O)[O-])c2)nc2ccccc12
    13	2%	-14%	-1%	-7%	-3	-7
COc1ccc(-n2nnnc2SCC(=O)Nc2cccc(O)c2)cc1
    7	-4%	-35%	2%	-9%	0	x
CSc1ncccc1C(=O)NC1CCCCCC1
    78	-1%	-16%	4%	-5%	20	28
O=c1[nH]c(-c2ccccc2)nc2sc(-c3ccccc3)cc12
    -26	3%	-10%	3%	1%	22	17
CC1CCN(C(=O)Cn2cc(SCC(=O)NCC3CCCO3)c3ccccc32)CC1 (stereo not given)
    u	0%	23%	3%	-2%	2	-10
CCOC(=O)CN(C)Cc1cn(C)nc1-c1ccc(Oc2ccccc2)cc1
    51	-6%	179%[activator]	3%	-4%	-1	-4
COc1ccc(C(=O)Nc2ccc(S(=O)(=O)N3CCCC3)cc2)cc1[N+](=O)[O-]
    -34	2%	-26%	2%	-5%	-2	-2
COc1ccc(Cc2nn3c(-c4cc(OC)c(OC)c(OC)c4)nnc3s2)cc1
    23	3%	110%[activator]	3%	u	0	-9
O=C(NCCS(=O)(=O)c1ccc(Br)cc1)c1ccc(F)cc1
    90	6%	5%	6%	-4%	-3	-2
O=C(c1cccnc1)N1CCN(C/C=C/c2ccccc2)CC1
    26	3%	-4%	4%	3%	17	-18
O=C(COC(=O)/C=C/c1cccc(F)c1)NC(=O)NCc1ccccc1
    0	-11%	-40%	x	x	x	x
Cc1ccccc1-c1ccnc2[nH]n(-c3ccccc3)c(=O)c12
    57&16	-3%	-22%	-15%	-6%&1%	-5	-3
NCCCCCc1nnc(SCc2ccc(Cl)cc2Cl)o1
    -7	23%	53%	-3%	-9%	-3	-10

Three entries already listed, arranged by SMILES length, ascending.
Sequence of screens – HCMV antiviral	AMA1-RON2 inh	AmpC no deterg	FBPA Giardia inh	AmpC inh detg	Cycloheximide cs	Shiga toxin inh
Cc1ccnc(NCc2ccccc2O)c1
    -14	4%	-30%	-10%	-13%	14*	x
N#CCCN1CCN(Cc2cc(-c3ccccc3)ccc2O)CC1
    22	2%	72%[activator]	3%	-2%	0	1
O=C(NCCS(=O)(=O)c1ccc(Br)cc1)c1ccc(F)cc1
    90	6%	5%	6%	-4%	-3	-2

Record cards, from the list above. Order of values: HCMV antiviral, AMA1-RON2 inh, AmpC no deterg, FBPA Giardia inh, AmpC inh detg, Cycloheximide cs, Shiga toxin inh
Entry for CC1CC(C)CN(c2oc(-c3ccccc3Cl)nc2C#N)C1 (stereo not given) : u, -19%, -25%, 3%, 3%, 0, 4
Entry for CCOC(=O)CN(C)Cc1cn(C)nc1-c1ccc(Oc2ccccc2)cc1 : 51, -6%, 179%[activator], 3%, -4%, -1, -4
Entry for CC1CCN(C(=O)Cn2cc(SCC(=O)NCC3CCCO3)c3ccccc32)CC1 (stereo not given) : u, 0%, 23%, 3%, -2%, 2, -10
Entry for O=C(c1cccnc1)N1CCN(C/C=C/c2ccccc2)CC1 : 26, 3%, -4%, 4%, 3%, 17, -18

Next section
Sequence of screens – HCMV antiviral	AMA1-RON2 inh	AmpC no deterg	FBPA Giardia inh	AmpC inh detg	Cycloheximide cs	Shiga toxin inh
COC(=O)c1[nH]c2cc(OC)c(OC)cc2c1NC(=O)c1cccc(OC)c1
    -2	-2%	76%[activator]	-5%	u	3	16
CCOC(=O)C1CCCN(c2c(NCCc3cccc(C)c3)c(=O)c2=O)C1 (stereo not given)
    15	-4%	64%[activator]	0%	8%	-5	-1
CCCCn1c(N)c(N(CC)C(=O)c2cc(Br)ccc2Cl)c(=O)[nH]c1=O
    21	40%[activator]	-21%	4%	4%	-2	-6
O=C(NNC(=O)c1ccccc1O)c1ccc(NS(=O)(=O)c2ccc(F)c(F)c2)cc1
    39	62%[activator]	-26%	x	-9%	x	x
CS(=O)(=O)c1ccc(Cl)c(NC(=O)CSc2n[nH]c(N)n2)c1
    -37	0%	u	x	-1%	x	x
CCc1ccc(C(=O)C(C)OC(=O)Cn2[nH]c(=O)c3ccccc3c2=O)cc1 (stereo not given)
    -8	0%	30%	x	12%	x	x
O=[N+]([O-])c1ccccc1/C=N/N1CCN(c2ccncc2S(=O)(=O)N2CCCCC2)CC1
    5	-3%[11.6 µM]	66%[activator]	-3%	-6%	8	5
CC(=O)NCc1ccc(C(=O)CSc2nnc(-c3ccncc3)n2Cc2ccccc2)o1
    x	17%	70%[activator]	-17%	-12%	0	13
COc1ccc(C(=O)Cn2nnc(-c3ccccc3NC(=O)c3ccco3)n2)cc1
    u	4%	21%	15%	u	3	53
N#Cc1cc(C(=O)c2cc(Cl)ccc2O)cn(-c2ccccc2)c1=O
    -1	-14%	-37%	1%	-15%	-4	-9
CCCn1c(N)c(N(CCOC)C(=O)CSCC(=O)Nc2ccc(C)cc2)c(=O)[nH]c1=O
    -5	2%	-13%	x	-19%	x	x
Cc1occc1-c1nnc(SCC(=O)NC2CCCCC2C)o1 (stereo not given)
    u	-29%	5%	x	-1%	x	x
CC(=O)NS(=O)(=O)c1ccc(NC(=O)c2cc(-c3ccc(C)c(C)c3)nc3ccccc23)cc1
    45	-3%	-38%	u	-9%	5	-3
Cc1ccc(C(=O)Nc2ccccc2C(=O)NCC2CCCO2)cc1 (stereo not given)
    9	-5%	13%	-13%	u	10	20
CCOC(=O)C1C(=O)C=C(c2cccs2)CC1c1ccccc1C (stereo not given)
    -21	-6%[11.6 µM]	-7%	2%	-3%	0	-4
CCOC(=O)c1c(NC(=O)C2COc3ccccc3O2)sc(C)c1C (stereo not given)
    13	-14%	-30%	5%	-6%	-2	-2
CC(OC(=O)Cn1[nH]c(=O)c2ccccc2c1=O)C(=O)Nc1ccc(F)cc1 (stereo not given)
    -23	17%	-23%	x	-10%	x	x
COc1cc(OC)cc(C(=O)Nc2ccc(S(=O)(=O)N3CCOCC3)cc2)c1
    -22	-8%	-12%	1%	-12%	-6	-4
N#CC1=C(N)C(C#N)(C#N)C(c2cccnc2)C2CC(c3ccccc3)CC=C12 (stereo not given)
    x	-3%	1%	-18%	-1%	-2	-17
O=[N+]([O-])c1cccc(S(=O)(=O)N2CCN(S(=O)(=O)N3CCCCCC3)CC2)c1
    24	2%	-10%	-5%	u	-2	-5
CC(C)NC(=O)C(=O)NNC(=O)CCc1ccccc1
    -28	32%[activator]	-14%	-17%	-6%	-5	8
CCOC(=O)C1=C(C)Nc2ncnn2C1c1ccc(N(C)C)cc1 (stereo not given)
    -9&1	-4%&-3%	-15%	-19%	-12%	-7	-12
COc1ccc(C(=O)N2CCc3ccccc32)cc1S(=O)(=O)N1CCOCC1
    20	-8%	5%	x	2%	x	x
CN1CCN(C(=O)c2c(O)c3cccc4c3n(c2=O)CCC4)CC1
    12	6%	-3%	-7%	-10%	17	-6
COc1ccccc1NC(=O)COC(=O)[C@@H]1CCCN1C(=O)c1cccs1
    -21	16%	-6%	1%	-8%	-3	6
O=C(Nc1ccc(OCC(=O)N2CCOCC2)cc1)c1ccccc1F
    -27	1%	-17%	4%	6%	21*	53
COc1ccc2cc(C[C@@H]3CC[C@@H](CNC(N)=O)O3)ccc2c1
    20	10%	3%	x	x	x	x
Cc1ccc(-n2c(/C=C/c3ccccn3)nc3ccccc3c2=O)cc1
    -25	-6%	10%	1%	-3%	0	-17
CCOC(=O)c1ccc(Oc2coc3cc(O)ccc3c2=O)cc1
    4	6%	-30%	-8%	-2%	33	-7

From PubChem BioAssay
